T cell HTS – modulates CD8 T cell binding to vesicles. 330,000 tested, 0.068% active. 2C CD8+ T cell-vesicle binding, flow cytometry; active compounds read low. calls only at 7 µM;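 active means response, share of CD8 T cells binding vesicles, and their 90th percentile fluorescence all below set limits, cut at about 80% in these data, passing the limit was not always enough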
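Incubation: binding step 1.5 h, 37 °C, antibody labelling 20 min, ice; system: murine 2C transgenic CD8+ T lymphocytes; technique: cytometric PE anti-B7-1 and Alexa647 anti-CD8 signals after 1% paraformaldehyde fixation; also added: QL9-charged Drosophila Ld/ICAM-1/B7-1 vesicles; control set: naked versus QL9-loaded vesicles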
P. falciparum M17LAP – P. falciparum M17LAP inhibitors, primary screen, biochemical, fluorogenic H-Leu-NHMec substrate, 1536-well (AID 1619) | recombinant M17LAP, H-Leu-NHMec fluorogenic kinetic assay; higher % means a stronger effect | inhibition, % at 30 µM; hits with a dose series show IC50 in µM | 220,000 tested, 0.38% active;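 active means compound inhibiting the enzyme by more than half at any dose during confirmatory dose-response retesting; inconclusive means strong single-dose inhibitors picked by rank but not retested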;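 further: plate controls were full reaction with DMSO carrier for no effect and no enzyme background for full effect; strong numbers were not always called active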
RSV antiviral HEp-2 – RSV antiviral activity via CPE protection, HEp-2 cells, primary 10 µM value included (AID 2391) | 310,000 tested, 0.13% active | HEp-2 cells, RSV-induced CPE inhibition; higher % means a stronger effect | one-dose CPE inhibition, % at 10 µM; IC50 in µM for titrated hits; in the data active means a potency from the dose series; inconclusive means CPE inhibition mostly from about 23% at the one dose, without a potency; inactive means the rest, 99 in 100 with CPE inhibition below about 21%; further: strong numbers were not always called active
UTI89 phage lysis – inhibition of K1F phage lysis, E. coli UTI89, bacterial capsule biogenesis inhibitors, alamar blue (AID 488966); one-dose inhibition, % at 100 µM; IC50 in µM for titrated hits; 340,000 tested, 0.02% active; E. coli UTI89 K1F phage lysis, alamar blue, 2 h; higher % means a stronger effect;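 active means phage lysis inhibition, versus mean bacterial control, above a set limit; inconclusive means no clear call, values can overlap the other calls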;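 further: capsule biogenesis inhibitors block K1F phage lysis so surviving cells raise fluorescence; higher fluorescence means more inhibition of phage lysis; actives were called in the ten point dose series up to 300 µM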
human PMI inhibitors – MPI inhibition at elevated mannose 6-phosphate – biochemical, fluorescence intensity, high mannose 6-phosphate, primary screen (AID 1220). recombinant PMI enzyme, coupled fluorescence intensity; higher % means a stronger effect. inhibition, % at 20 µM, or IC50 in µM where a hit was titrated. 190,000 tested, 0.66% active
TNAP activation fold – human TNAP enzyme activators, primary screen, biochemical, luminescent, no phosphate acceptor, uHTS (AID 1001). 200,000 tested, 0.03% active. purified TNAP, luminescent activation assay, no phosphate acceptor; higher activation fold means a stronger effect. activation fold at 20 µM, or EC50 in µM where a hit was titrated; in the data active means activation fold from about 3, or a potency from the dose series; inactive means the rest, 99 in 100 with activation fold below about 1.6; further: many of its hits are not listed in these tables
human PMI inhibition – inhibitors of human PMI, primary screen, biochemical, fluorescence intensity, coupled assay (AID 1209); 190,000 tested, 0.42% active; purified PMI enzyme, coupled fluorescence intensity; higher % means a stronger effect; one-dose inhibition, % at 20 µM; IC50 in µM for titrated hits;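 further: plate controls were DMSO vehicle for no effect and wells lacking substrate for full effect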
M1AAP inhibition – malaria alanyl aminopeptidase activity blockers – biochemical, fluorogenic H-Leu-NHMec substrate, 1536-well (AID 1445); recombinant M1AAP, H-Leu-NHMec fluorogenic kinetic assay; higher % means a stronger effect; 220,000 tested, 0.42% active; inhibition, % at 30 µM; hits with a dose series show IC50 in µM;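 active means primary inhibition above the hit cutoff, then over 50% inhibition at one or more dose response concentrations, cut at about 23% in these data, passing the limit was not always enough; inconclusive means conflicting primary data, or primary hits not chosen for dose response; inactive means low primary inhibition, or under 50% at every dose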;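 further: plate controls were DMSO full reaction for no effect and no enzyme background for full effect; strong numbers were not always called active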
West Nile virus CPE – inhibition of WNV-induced cytopathic effect – cell-based, CPE readout (AID 1621); West Nile virus-infected cells, CPE inhibition; higher % means a stronger effect; one-dose CPE inhibition, % at 10 µM; IC50 in µM for titrated hits; 290,000 tested, 0.02% active; in the data active means a potency from the dose series; inconclusive means CPE inhibition mostly from about 3.7% at the one dose, without a potency; inactive means the rest, 99 in 100 with CPE inhibition below about 2.2%; further: strong numbers were not always called active
T cell HTS vesicle-bound % – further read-out of T cell HTS, marked with its call; double positive events, %; measured here: CD8+ vesicle-bound cell fraction;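 binding gate set so that unloaded-vesicle control wells show 10% double positive cells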
Active calls of the source: *; i = inactive; ? = inconclusive; nt = no result given; [ ] = remark or other dose. Unless noted, no stated cut-off is given here; in the data, active means inhibition above about 50%; inactive means the rest.

SMILES	T cell HTS	T cell HTS vesicle-bound %	P. falciparum M17LAP	RSV antiviral HEp-2	UTI89 phage lysis	human PMI inhibitors	TNAP activation fold	human PMI inhibition	M1AAP inhibition	West Nile virus CPE
FC(F)(F)c1cc(N2CCOCC2)nc(-c2ccccc2)n1	i	43.8	6.8%	4.6%	1.8%	3.9%	1	11.5%	-1.3%	0.8%
NC(=S)N/N=C/c1coc2ccc(O)cc2c1=O	i	47.3	3.8%	1.9%	2.6%[50 µM]	nt	nt	nt	11.9%	0.1%
Nc1ccc(O)c2c(=O)cc(-c3ccccc3Cl)oc12	i	13.1	4.2%	19.5%	0.9%	8.8%	1	-1.2%	10.0%	0.2%
Cc1ccc(NC(=O)NCc2nc3ccccc3n2C)cc1	i	29.5	nt	1.8%	-1.1%	nt	nt	nt	nt	-0.7%
CCC(C)c1nc2c(c(N3CCC3=O)c1-c1ccccc1)CCCC2 (stereo not drawn)	i	30.1	nt	-2.3%	-0.6%	nt	nt	nt	nt	1.2%
COC(=O)C1=NN[C@H](C(=O)OC(C)(C)C)[C@H]1c1ccccc1	i	56.8	-7.0%	1.4%	4.0%	0.6%	1	-6.5%	4.7%	-0.8%
O=C(Nc1ccc2oc(-c3ccccc3)nc2c1)c1cc(-n2cnnc2)ccc1Cl	i	42.4	24.0%	-0.2%	0.3%	9.8%	1.1	-0.1%	-0.3%	0.2%
COc1ccc(N2CC(C(=O)NCCc3ccc(Cl)cc3)CC2=O)cc1 (stereo not drawn)	i	23.1	nt	1.2%	-1.2%	nt	nt	nt	nt	-0.8%
S=c1[nH]nc(-c2ccco2)n1/N=C/c1ccc(Cl)cc1	i	38.9	-121.5%	0.5%	3.2%	15.5%	0.5	12.4%	-2.5%	1.0%
CCN(C(=O)CSc1nnc(Nc2ccccc2)s1)C1CCS(=O)(=O)C1 (stereo not drawn)	i	18.5	27.3%	0.4%	-0.6%	3.4%	1	0.7%	2.1%	-0.4%
O=C(c1c(F)cccc1F)N1CCCC1	i	33.3	-7.1%	0.2%	-0.3%	-15.3%	1	-23.4%	0.8%	0.7%
COc1ccc(C(CC(=O)O)NC(=O)COc2cc(C)ccc2C)cc1OC (stereo not drawn)	i	61.1	2.5%	-1.5%	nt	-17.6%	1.1	-22.3%	20.5%	0.3%
C[n+]1cn(Cc2cc(Cl)ccc2OC(F)F)c2ccccc21	i	64.8	nt	12.5%	0.0%	nt	nt	nt	nt	-0.3%
Cc1c(-c2ccccc2)sc(Br)c1C(=O)N1CCOCC1	i	25.6	1.8%	3.0%	-0.2%	-5.1%	1.1	-3.4%	5.8%	-0.8%
O=S(=O)(Nc1nc2ccccc2nc1NCc1ccco1)c1cccs1	i	32.7	32.9%	3.6%	0.0%	-89.1%	1.1	-47.4%	5.0%	0.6%
N#Cc1ccccc1/C=N/Nc1nc(-c2ccccc2)c2cc(Br)ccc2n1	i	38.9	-7.3%	2.8%	0.3%	10.5%	1	7.9%	5.8%	0.3%
Cc1ccc(S(=O)(=O)N2CCC(NC(=O)c3ccccc3)CC2)cc1	i	27.8	-2.9%	-1.1%	2.1%	4.5%	1	10.6%	0.3%	0.6%
O=C(N/C(=C/c1cccs1)C(=O)N1CCOCC1)c1ccccc1	i	31.3	0.5%	-0.1%	0.3%	-4.4%	1	-8.0%	9.9%	0.1%
CC(=O)c1cccc(NC(=O)c2cc(-c3ccc(F)cc3)on2)c1	nt	nt	-6.9%	-0.4%	0.5%	-2.1%	1.1	-7.6%	8.4%	-0.1%
CC(=O)N/N=C(\N)c1nonc1N	i	36.4	9.3%	12.2%	nt	nt	nt	nt	-0.7%	0.0%
CCCN(C(=O)C(C)Oc1cccc(Cl)c1)c1c(N)n(Cc2ccccc2)c(=O)[nH]c1=O (stereo not drawn)	i	35.6	nt	1.0%	0.0%	nt	nt	nt	nt	0.3%
COc1ccccc1-n1nc(C)c(-c2ccccc2)c1N	i	37.5	15.1%	-2.8%	1.9%	-3.5%	1.2	-9.9%	9.1%	0.4%
CC(C)(C)NC(=O)COC(=O)c1cc(F)c(F)cc1Cl	i	22.8	-1.8%	0.1%	0.1%	1.1%	1.1	4.1%	-5.7%	1.2%
Brc1cccc(/C=N\n2cnnc2)c1	i	43.0	3.4%	?	0.1%	-7.0%	1.2	3.2%	3.9%	0.2%
CCN(Cc1ccc(O)cc1)CC1CCCN(CCc2cccc(F)c2)C1 (stereo not drawn)	i	8.6	nt	-1.1%	1.6%	nt	nt	nt	nt	0.0%

Carrying on:
SMILES	T cell HTS	T cell HTS vesicle-bound %	P. falciparum M17LAP	RSV antiviral HEp-2	UTI89 phage lysis	human PMI inhibitors	TNAP activation fold	human PMI inhibition	M1AAP inhibition	West Nile virus CPE
CCN1CCCC1CNC(=O)C1c2ccccc2C(=O)N(CCOC)C1c1ccc(F)cc1 (stereo not drawn)	i	36.4	-1.0%	-0.8%	-0.2%	3.5%	1.1	7.5%	-9.3%	-0.4%
Cc1cc(S(=O)(=O)NCCCN2CCOCC2)c(C)cc1Cl	i	67.0	nt	-0.8%	-0.1%	nt	nt	nt	nt	-0.2%
CC(C)NCC(O)COC1C2CC3CC(C2)CC1C3 (stereo not drawn)	i	29.1	3.9%	-1.7%	0.3%	-20.8%	1.1	9.0%	3.1%	-1.2%
COc1ccc(CNC(=O)C(=O)NCC2OCCN2S(=O)(=O)c2ccc(F)cc2)cc1 (stereo not drawn)	i	14.7	nt	0.8%	-0.3%[50 µM]	nt	nt	nt	nt	-1.1%
COCCn1nnnc1C(c1cc2cc(OC)ccc2[nH]c1=O)N1CCC(Cc2ccccc2)CC1 (stereo not drawn)	i	21.2	-7.2%	2.8%	0.8%[50 µM]	3.7%	1.1	9.8%	-2.1%	0.1%
CCOc1ccc(OCCCC(=O)NCCOc2ccccc2OC)cc1	i	25.3	nt	1.2%	1.6%[50 µM]	nt	nt	nt	nt	-1.1%
Cc1ccc(NC(=O)CN2CCCC2)cc1	i	35.8	nt	-0.4%	0.5%	nt	nt	nt	nt	-0.2%
O=C(c1ccco1)N1CCN(c2ncnc3c2[nH]c2ccccc23)CC1	nt	nt	-5.8%	nt	nt	-9.7%	1	-10.9%	0.8%	nt
COc1cccc(N=CC=C2OC(C)(C)C(C)(C)O2)c1	i	24.8	-5.8%	-0.1%	-0.7%	-60.4%	1	-64.9%	0.8%	1.3%
O=C(Nc1sc2c(c1C(=O)c1ccccc1)CCCC2)c1cccnc1	i	43.4	6.1%	3.5%	5.0%	0.6%	1	-1.4%	8.1%	-0.8%
O=C(Nc1ccccc1F)Nc1cc(Cl)ccc1-n1cncn1	i	28.4	nt	7.7%	0.3%	nt	nt	nt	nt	0.1%
COC(=O)Nc1cccn(Cc2c(Cl)cccc2Cl)c1=O	i	29.1	0.9%	5.3%	0.5%	58.7%*	1.1	46.6%	-0.9%	-0.8%
O=C(N/N=C/c1cccnc1)c1[nH]ncc1Br	i	27.2	1.4%	5.8%	0.2%	5.3%	0.7	0.5%	-5.1%	0.4%
Cc1nnc(SCCCN2C(=O)c3ccccc3C2=O)o1	i	47.5	-5.2%	0.1%	2.8%	-16.6%	1.1	-8.0%	1.9%	0.2%
COc1ccc(/C=N/N(Cc2ccccc2)c2ccccc2)cc1O	i	28.7	0.0%	?	-0.2%	23.7%	1.1	16.7%	18.5%	0.2%
Cc1cc(C)c(NC(=O)CN2CCN(c3ccccn3)CC2)c(C)c1	i	53.1	nt	0.3%	-0.3%	nt	nt	nt	nt	-0.4%
Cc1ccc(C(=O)N/C(=C\c2cn(C)c3ccccc23)C(=O)NCCN2CCOCC2)cc1	i	22.2	nt	1.1%	1.6%	nt	nt	nt	nt	0.3%
CC1CCN(C2CC(=O)N(c3ccc(Br)cc3Br)C2=O)CC1 (stereo not drawn)	i	10.7	10.4%	-0.6%	-0.2%	nt	nt	nt	2.1%	-0.3%
O=C(CN1C(=O)CCC1=O)NC(=O)NC1CCCC1	i	15.9	-2.1%	0.3%	0.1%[50 µM]	nt	nt	nt	4.0%	0.0%
O=c1c2ccccc2c2ccccc2c(=O)n1Cc1ccco1	i	40.4	4.2%	1.4%	-0.1%	9.7%	1.1	0.0%	11.4%	1.1%
O=C(NCCO)C1(c2ccccc2)CCCC1	i	32.3	4.2%	2.4%	0.1%	10.4%	1.1	13.8%	-3.2%	0.1%
O=C(Nc1cccc(-c2nc3ccccc3s2)c1)C1=COCCO1	i	34.0	19.5%	10.0%	-11.3%	0.2%	1.1	12.0%	2.3%	-0.9%
COc1cc(/C=N\Nc2ccc([N+](=O)[O-])cn2)ccc1OCC(=O)O	i	29.5	9.4%	-0.6%	nt	-8.7%	0.9	20.4%	14.3%	1.2%
Cc1ccc(CN2C(=O)CSC2c2ccc(F)cc2)cc1 (stereo not drawn)	i	30.3	nt	-0.7%	0.0%	nt	nt	nt	nt	-1.8%

Eight entries out of the list, sorted by molecular weight, largest number first:
SMILES	T cell HTS	T cell HTS vesicle-bound %	P. falciparum M17LAP	RSV antiviral HEp-2	UTI89 phage lysis	human PMI inhibitors	TNAP activation fold	human PMI inhibition	M1AAP inhibition	West Nile virus CPE
CC1CCN(C2CC(=O)N(c3ccc(Br)cc3Br)C2=O)CC1 (stereo not drawn)	i	10.7	10.4%	-0.6%	-0.2%	nt	nt	nt	2.1%	-0.3%
O=C(Nc1ccc2oc(-c3ccccc3)nc2c1)c1cc(-n2cnnc2)ccc1Cl	i	42.4	24.0%	-0.2%	0.3%	9.8%	1.1	-0.1%	-0.3%	0.2%
O=C(Nc1cccc(-c2nc3ccccc3s2)c1)C1=COCCO1	i	34.0	19.5%	10.0%	-11.3%	0.2%	1.1	12.0%	2.3%	-0.9%
COc1ccc(/C=N/N(Cc2ccccc2)c2ccccc2)cc1O	i	28.7	0.0%	?	-0.2%	23.7%	1.1	16.7%	18.5%	0.2%
CC(C)(C)NC(=O)COC(=O)c1cc(F)c(F)cc1Cl	i	22.8	-1.8%	0.1%	0.1%	1.1%	1.1	4.1%	-5.7%	1.2%
Cc1ccc(NC(=O)NCc2nc3ccccc3n2C)cc1	i	29.5	nt	1.8%	-1.1%	nt	nt	nt	nt	-0.7%
Nc1ccc(O)c2c(=O)cc(-c3ccccc3Cl)oc12	i	13.1	4.2%	19.5%	0.9%	8.8%	1	-1.2%	10.0%	0.2%
O=C(CN1C(=O)CCC1=O)NC(=O)NC1CCCC1	i	15.9	-2.1%	0.3%	0.1%[50 µM]	nt	nt	nt	4.0%	0.0%

Source: PubChem
